PABP1 MLLE inh – inhibitors of PABP1 MLLE–PAM2 peptide binding, primary screen, biochemical, fluorescence polarization, FITC-PAM2, GST-MLLE. inhibition, % at 20 µM. 0.36% of 360,000 active; in the data active means inhibition above about 35%, passing the limit was not always enough;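 further: plate controls were DMSO wells with GST-MLLE for no effect and wells lacking GST-MLLE protein for full effect; some results filed as inactive read as strong as hits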
eLon inh – inhibitors of E. coli Lon protease, primary screen, biochemical, fluorescence polarization | P0A9M0 | purified E. coli Lon protease | inhibition, % at 7.94 µM | 0.42% of 360,000 active | AID 602123, 2011; in the data active means inhibition above about 13%, passing the limit was not always enough;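 further: 0% = enzyme with probe and DMSO and 100% = no enzyme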
Target sequence (P0A9M0 whole entry, looked up): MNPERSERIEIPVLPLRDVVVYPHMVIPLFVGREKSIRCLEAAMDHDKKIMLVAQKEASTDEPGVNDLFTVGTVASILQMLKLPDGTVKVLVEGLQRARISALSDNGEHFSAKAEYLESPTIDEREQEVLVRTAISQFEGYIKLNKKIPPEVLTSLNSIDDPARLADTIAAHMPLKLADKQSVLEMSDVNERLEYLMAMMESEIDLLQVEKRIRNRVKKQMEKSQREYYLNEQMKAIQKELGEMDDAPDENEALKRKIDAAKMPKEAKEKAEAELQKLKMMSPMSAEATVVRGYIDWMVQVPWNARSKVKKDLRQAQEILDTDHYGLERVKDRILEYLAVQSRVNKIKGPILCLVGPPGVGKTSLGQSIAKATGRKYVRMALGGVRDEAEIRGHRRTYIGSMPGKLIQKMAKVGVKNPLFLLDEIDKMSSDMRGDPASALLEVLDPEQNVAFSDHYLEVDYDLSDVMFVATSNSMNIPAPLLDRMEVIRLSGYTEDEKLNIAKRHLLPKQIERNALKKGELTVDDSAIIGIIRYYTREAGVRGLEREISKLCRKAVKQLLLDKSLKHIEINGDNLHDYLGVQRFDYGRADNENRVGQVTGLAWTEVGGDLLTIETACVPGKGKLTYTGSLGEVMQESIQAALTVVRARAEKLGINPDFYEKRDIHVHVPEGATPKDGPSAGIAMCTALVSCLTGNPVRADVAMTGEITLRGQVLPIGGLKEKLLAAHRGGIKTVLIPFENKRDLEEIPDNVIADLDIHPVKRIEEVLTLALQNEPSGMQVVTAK
TbMetRS inhib – T. brucei MetRS inhibitors, primary screen, biochemical, luminescence | methionyl-tRNA synthetase (Trypanosoma brucei brucei) | inhibition, % at 11.9 µM | purified T. brucei MetRS, ATP depletion, Kinase-Glo luminescence | 0.4% of 360,000 active | AID 624268, 2012;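 active means inhibition above a per-plate cutoff of the control wells' mean inhibition plus 3 SD, cut at about 5.5% in these data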;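 further: 0% = DMSO wells median and 100% = median of wells with control inhibitor compound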
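Material: T. brucei methionyl-tRNA synthetase, purified; reagent: substrates ATP, L-methionine and bulk Escherichia coli tRNA; dosing: 11.9 µM single point; timing: 15 min plus 2 h at 25 °C; detection: luminescence of leftover ATP; evaluation: % inhibition; control set: DMSO-only wells as low control; replicates: singlicate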
FAS TE block – FAS thioesterase domain inhibitors, primary screen, biochemical, fluorescence intensity, uHTS | inhibition, % at 15 µM | Fatty acid synthase (Homo sapiens), P49327 | 0.67% of 360,000 active | recombinant FAS-TE, OMFH fluorogenic substrate, fluorescence endpoint;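 active means compounds whose normalised, plate-corrected inhibition of enzyme fluorescence in the single-dose primary screen is 50% or more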;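 further: 0% = DMSO with enzyme and 100% = substrate without enzyme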
CSN inh – inhibitors of CSN-mediated cullin deneddylation, primary screen, biochemical, fluorescence polarization, uHTS; COP9 signalosome complex subunit 5 (Homo sapiens), Q92905; Purified CSN, SCF-Nedd8-OG deneddylation; inhibition, % at 12.5 µM; 0.38% of 360,000 active;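 active means pattern-corrected inhibition above about 35%, with an unprinted fluorescence ratio check between 0.5 and 1.5, limit read from the data, passing the limit was not always enough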;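 further: 0% = enzyme with substrate and 100% = substrate without enzyme; some results filed as inactive read as strong as hits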
Target sequence (Q92905 whole entry, looked up, one chain of several): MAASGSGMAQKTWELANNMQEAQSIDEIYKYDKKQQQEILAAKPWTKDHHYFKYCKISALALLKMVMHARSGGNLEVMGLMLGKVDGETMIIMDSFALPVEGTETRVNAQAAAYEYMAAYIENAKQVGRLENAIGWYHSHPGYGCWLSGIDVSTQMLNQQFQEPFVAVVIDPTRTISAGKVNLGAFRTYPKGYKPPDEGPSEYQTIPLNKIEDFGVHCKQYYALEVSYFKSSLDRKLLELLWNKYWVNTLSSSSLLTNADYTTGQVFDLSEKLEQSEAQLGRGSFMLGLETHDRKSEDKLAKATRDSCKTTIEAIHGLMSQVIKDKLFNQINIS
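Assay system: Purified human Csn5 enzyme expressed in HEK293T cells | Amount: Enzyme 0.24 nM | Measured by: Fluorescence polarization readout | Medium: Tris/NaCl/DTT buffer, pH 7.5 | Compound dosing: One concentration, 12.5 µM, 0.25% DMSO | Times: 90 min incubation of compound, enzyme and substrate at room temperature | Control set: no-enzyme wells high, enzyme-with-substrate wells low | Read-out: % inhibition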
Neddylation inh – inhibitors of cullin neddylation, primary screen, biochemical, TR-FRET, uHTS, NAE and Ubc12; NEDD8-conjugating enzyme Ubc12 (Homo sapiens) + NEDD8-activating enzyme E1 regulatory …; calls only at 25 µM; 0.58% of 360,000 active; AID 651699, 2012; in the data active means inhibition above about 36%
Rin1-Abl PPI inh – inhibitors of Rin1-Abl protein binding, primary screen, biochemical, TR-FRET; 0.4% of 360,000 active; inhibition, % at 7.35 µM; Tyrosine-protein kinase ABL1 (Homo sapiens) + Ras and Rab interactor 1 (Homo sapiens), …; in the data active means inhibition above about 5%, passing the limit was not always enough
MsrA inh – bovine MsrA enzyme inhibitors, primary screen, biochemical, absorbance, HTS. Methionine sulfoxide reductase A (Bos taurus). purified bovine MsrA, absorbance read-out. inhibition, % at 15.5 µM. 0.75% of 360,000 active; in the data active means inhibition above about 4.5%;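 further: 0% = vehicle wells with enzyme and 100% = reference inhibitor wells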
MsrA act – bovine MsrA enzyme activators, primary screen, biochemical, absorbance, HTS; purified bovine MsrA, absorbance read-out; activation, % at 10.6 µM; 0.3% of 360,000 active; AID 602163, 2012; in the data active means activation above about 7.5%;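 further: 0% = vehicle and 100% = reference activator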
Starred values were filed as active, the others as inactive; i = inactive; / = not tested or not shown.

SMILES | PABP1 MLLE inh | eLon inh | TbMetRS inhib | FAS TE block | CSN inh | Neddylation inh | Rin1-Abl PPI inh | MsrA inh | MsrA act
CCCCC(=O)N(C)c1c(C)nc2ccc(C(=O)N3CCCCC3)cn12 | -7 | -3 | -0.2 | -4 | -3 | i | 0 | 0.0 | 2
O=C(NCc1cccnc1)Nc1cccc(F)c1 | -1 | -9 | 0.5 | -6 | 0 | i | -1 | -1.1 | -3
Cc1cccc(NC(=O)c2ccc(S(=O)(=O)N3CC(C)OC(C)C3)cc2)n1 (configuration not stated) | 4 | 1 | -0.4 | -4 | 1 | i | 1 | 1.5 | -4
Cc1cc(C(=O)CSc2nnnn2C)c(C)n1-c1cccc(F)c1 | -34 | 0 | -0.2 | 6 | 3 | i | 1 | 0.1 | -2
CCOc1ccc(OCC(=O)N2CCOCC2)cc1 | -7 | -8 | -0.9 | -12 | 43 | i | 3 | 1.7 | -5
CC1CCCN(CC(O)COc2ccc(-c3ccccc3)cc2)C1 (configuration not stated) | -10 | -5 | -0.5 | -2 | 0 | i | 3 | 1.1 | -1
O=C(O)C(Sc1ccncn1)c1ccccc1 (configuration not stated) | 3 | -10 | -0.2 | -5 | 2 | i | 0 | -0.1 | -2
N#Cc1nc(-c2ccccc2)oc1NCc1ccco1 | -8 | -2 | -0.2 | 4 | 1 | / | 0 | 0.7 | -1
CC(=O)c1ccc(NC(=O)C[n+]2ccc(N(C)C)cc2)cc1 | -11 | -1 | -0.3 | -5 | -1 | i | 0 | 0.4 | 1
Nc1ccn([C@@H]2O[C@H](C(=O)N[C@H](CO)c3ccccc3)[C@@H](O)[C@H]2O)c(=O)n1 | 4 | -11 | -1.0 | -9 | -2 | i | 2 | 0.2 | -8
Cc1ccc(-c2nc3c(c(SCC(=O)N4CCOCC4)n2)COC(C)(C)C3)cc1 | -5 | -2 | -0.1 | 1 | 3 | i | 0 | 0.0 | -6
COc1cccc(CNC(=O)CCC2CCCN(C(=O)c3cccnc3SC)C2)c1 (configuration not stated) | 4 | 2 | -0.2 | -4 | -2 | i | 4 | 0.8 | -2
CCn1c(SCC(N)=O)nnc1C(C)C | -7 | -4 | 1.4 | -7 | -2 | i | 6 | 0.9 | -2
C=CS(=O)(=O)c1sc(Cl)c(N2CCOCC2)c1[N+](=O)[O-] | 34 | 9 | -1.2 | -4 | 8 | i | -1 | 0.1 | -15
CC(C)[C@H](NC(N)=O)C(=O)Nc1cccc(S(=O)(=O)N2CCOCC2)c1 | -3 | 10 | -0.5 | 1 | 0 | i | 5 | -0.7 | -2
CC1(C)CC(NS(=O)(=O)c2ccc(C(C)(C)C)cc2)CC(C)(C)N1 | 0 | -7 | 0.2 | -10 | -1 | i | -2 | -0.2 | -1
COc1ccc(OCC(=O)NCc2nc(-c3ccccc3)no2)cc1 | 9 | -6 | -0.1 | -9 | 4 | i | 1 | 0.1 | -2
c1ccc2ncc(-n3ccnc3)cc2c1 | 8 | 0 | -0.7 | -13 | 1 | i | -4 | 0.3 | -3
CC(C)(CNS(=O)(=O)c1ccc(F)cc1)CNS(=O)(=O)c1ccc(F)cc1 | -8 | -13 | 0.6 | -1 | 3 | i | 6 | 0.9 | 1
C[C@@]12C(=O)N(c3cccc(F)c3)C(=O)N1[C@H](c1ccc(F)cc1)[C@@H]1C(=O)N(C3CCCCC3)C(=O)[C@@H]12 | -9 | 3 | -0.3 | 12 | 0 | i | 2 | / | 1
CCNC(=S)N1N=C2c3ccccc3CCC2C1c1ccc(F)cc1 (configuration not stated) | -53 | 1 | 0.3 | 9 | -2 | i | 3 | -1.0 | 0
COc1ccc2c(C(=O)CN3CCN(c4ccccc4)CC3)c[nH]c2c1 | -36 | -20 | -0.3 | -13 | 13 | i | -1 | 0.5 | 0
O=C1OC(c2cccs2)=N/C1=C\c1ccc(-c2ccccc2Cl)o1 | -98 | -23 | -0.3 | -76 | 23 | / | -1 | 3.9 | -4
CCN1CCN(S(=O)(=O)c2ccc(Cl)c(C(=O)NC(C)c3ccccc3Cl)c2)CC1 (configuration not stated) | 1 | -2 | -0.8 | -4 | -3 | i | 4 | 0.1 | -13
Cc1cc2c(cc1C)NC(c1cccnc1)C1=C(CC(C)(C)CC1=O)N2 (configuration not stated) | -2 | 1 | -1.5 | -3 | -4 | i | 2 | 3.9 | -6
(further entries)
SMILES | PABP1 MLLE inh | eLon inh | TbMetRS inhib | FAS TE block | CSN inh | Neddylation inh | Rin1-Abl PPI inh | MsrA inh | MsrA act
COc1ccc(CNCCC(c2ccc(OC(C)C)cc2)C(C)C)cc1OC (configuration not stated) | -7 | 4 | -0.9 | -3 | 6 | i | 0 | -0.4 | -2
CCOc1ccccc1NC(=O)C1CCCN1C(=O)c1cccs1 (configuration not stated) | -12 | 5 | -0.1 | -5 | -5 | i | 4 | 0.3 | -1
COc1ccc(-c2cc(C(=O)NC(Cc3c[nH]c4ccccc34)C(=O)O)c(C)o2)cc1OC (configuration not stated) | 0 | -6 | 0.0 | -6 | 1 | i | -2 | -0.7 | -3
CC(C)(C)NC(=O)NC(=O)CSc1nnc(COc2ccccc2Cl)o1 | -51 | 3 | -0.5 | -8 | 3 | i | 5 | 0.4 | 0
COc1ccc(N2CCN(C3CCCN(Cc4cccc(C)c4)C3)CC2)cc1 (configuration not stated) | 10 | 4 | -0.1 | -2 | 0 | i | -3 | -1.1 | -3
Cc1ccc(N2C(=O)N(CC(=O)Nc3ccc(F)c(F)c3)C(=O)C2C)cc1 (configuration not stated) | -3 | 9 | 0.2 | 28 | 4 | i | -2 | 0.7 | -5
COc1ccc(NC(=O)N(C)C[C@H]2OCCCC[C@@H](C)Oc3ccc(NC(=O)c4ccccc4)cc3C(=O)N([C@H](C)CO)C[C@@H]2C)cc1 | -46 | -9 | -0.4 | 1 | 6 | i | 4 | -0.1 | 11*
COCCOC1CCN(C(=O)C2CCC(=O)N(CCc3ccccc3)C2)CC1 (configuration not stated) | 1 | -7 | 0.1 | -8 | 0 | i | 2 | -0.2 | -4
COc1ccc(C)cc1NC(=O)CSc1ccc(Cl)cc1 | 8 | -8 | -0.1 | 32 | 1 | i | -1 | -1.0 | 0
COCCCNC(=O)CC1C[C@H](C(=O)N2CCOCC2)[C@@]2(CCC3CCCC3)c3[nH]c4ccc(OC)cc4c3CCN2C1=O (some centres not stated) | -1 | 12 | 1.0 | 53* | -3 | i | -3 | -0.4 | -2
CCCCC1=C([O-])C2N=CC=CC2=[N+](c2ccccn2)C1=O (configuration not stated) | 5 | -6 | -0.2 | -10 | -9 | i | -1 | 1.0 | -4
O=C(CN1CCN(S(=O)(=O)c2ccc(Br)s2)CC1)N1CCc2ccccc21 | -12 | 0 | -0.4 | 16 | -8 | i | 0 | -0.6 | -6
NC(N)=NCCCc1cn(CC(=O)N2CCNCC2)nn1 | 0 | -8 | 0.4 | -9 | 2 | i | 2 | -0.2 | -6
CCOc1ccc(CNC(=O)Cn2c(=O)c3cccn3c3ccccc32)cc1 | 0 | 2 | 0.0 | 5 | 8 | i | -1 | 0.2 | -3
O=C(NCC1CCN(Cc2cccc(Cl)c2)CC1)Nc1ccc(Cl)cc1 | -4 | -4 | -0.3 | 8 | -3 | i | 1 | 0.5 | -2
Cc1cc(C(F)(F)F)cc(NNC(=O)NC(=O)c2ccccc2Cl)n1 | 0 | 7 | -0.3 | 6 | -2 | i | -1 | -0.1 | -12
Cc1cc(NC(=O)Cc2csc(-c3ccccc3)n2)ccc1Br | -5 | 0 | -1.3 | 29 | 0 | i | -1 | -1.2 | -6
COC(=O)Cc1csc(NC(=O)CSc2nnc3ccccn23)n1 | 7 | -4 | 1.7 | -11 | 2 | i | 4 | 0.9 | -5
CCC(=NNS(=O)(=O)c1ccc(C)cc1)c1ccccc1 | 11 | -12 | -0.1 | -1 | 1 | i | 3 | -1.0 | -2
Cc1ccc(CNC(=O)CCS(=O)(=O)c2cccc3nsnc23)cc1 | 7 | 1 | 0.1 | -1 | 5 | i | -1 | 1.5 | 0
Cc1ccc(Cl)cc1N1CCN(C(=O)c2ccc3c(c2)CCN3S(C)(=O)=O)CC1 | -12 | 7 | -0.9 | 9 | 8 | i | -1 | -0.2 | -8
CCOCCCNCC(=O)Nc1ccc(S(=O)(=O)NC(C)CC)cc1 (configuration not stated) | 3 | -7 | -0.9 | -8 | 1 | i | 0 | -0.6 | -1
N#Cc1ccc[n+](CC(=O)c2ccc(NC(=O)c3ccccc3)cc2)c1 | -17 | -5 | -0.3 | -2 | 7 | i | -4 | 1.3 | 0
CC(C)c1ccc(NC(=O)C(c2ccccc2)N(C)C(=O)c2cnccn2)cc1 (configuration not stated) | -17 | 8 | -0.3 | 0 | -6 | i | 1 | -0.5 | -5
O=C(NCCc1nnc2ccc(NCCCN3CCOCC3)nn12)c1ccccc1 | 0 | -2 | 0.1 | -3 | 0 | i | 0 | -1.1 | -3
(more compounds)
SMILES | PABP1 MLLE inh | eLon inh | TbMetRS inhib | FAS TE block | CSN inh | Neddylation inh | Rin1-Abl PPI inh | MsrA inh | MsrA act
CCOC(=O)c1c(C)c(-c2ccccc2)n(CC(=O)NCCC(C)C)c1C | 0 | -8 | -1.0 | -6 | -4 | i | 0 | -0.3 | -7
Cc1nc2ncnn2c(C)c1CCC(=O)N1CCN(c2ccccn2)CC1 | -13 | 1 | -0.8 | -9 | -1 | i | -1 | 0.7 | -10
O=C(c1ccccc1)c1ccc(C(=O)N2CCN(c3ccccc3Cl)CC2)cc1 | 15 | 18* | -0.2 | 25 | 2 | i | 2 | 1.9 | 0
COC(=O)c1ccc(OC)c(CSc2nnc(COc3ccc(OC)cc3)o2)c1 | -4 | -5 | -0.2 | 26 | -4 | i | 0 | -0.6 | -2
O=C(Nc1ccc(CN2CCOCC2)cc1)c1ccc(-c2ccc(Cl)cc2Cl)o1 | -14 | 10 | 1.5 | 23 | 3 | i | -3 | 1.3 | 0
O=C(OCC(=O)N1CCCC1)c1cc(=O)c2ccccc2o1 | -4 | 6 | -0.3 | -6 | -3 | i | -1 | -1.4 | -4

5 of the compounds above, comma-delimited.
mol,PABP1 MLLE inh,eLon inh,TbMetRS inhib,FAS TE block,CSN inh,Neddylation inh,Rin1-Abl PPI inh,MsrA inh,MsrA act
O=C(c1ccccc1)c1ccc(C(=O)N2CCN(c3ccccc3Cl)CC2)cc1,15,18*,-0.2,25,2,i,2,1.9,0
O=C(OCC(=O)N1CCCC1)c1cc(=O)c2ccccc2o1,-4,6,-0.3,-6,-3,i,-1,-1.4,-4
CCOC(=O)c1c(C)c(-c2ccccc2)n(CC(=O)NCCC(C)C)c1C,0,-8,-1.0,-6,-4,i,0,-0.3,-7
COC(=O)c1ccc(OC)c(CSc2nnc(COc3ccc(OC)cc3)o2)c1,-4,-5,-0.2,26,-4,i,0,-0.6,-2
Cc1nc2ncnn2c(C)c1CCC(=O)N1CCN(c2ccccn2)CC1,-13,1,-0.8,-9,-1,i,-1,0.7,-10

Screening data: PubChem BioAssay, several laboratories

The order is random, and some 4% of all compounds hit somewhere here.
